VP16 counter = inhibits Gal4-VP16 luciferase reporter, ROR gamma counter-screen; Drosophila S2 Gal4-VP16 UAS-luciferase, luminescence, 20 h; 3.5% of 310,000 active; Potency, µM (titrated, usually from 53.6 µM), without a hit: at the highest dose activity, negative = inhibition, usual class: inhibitors; AID 2546;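 also: Gal4-VP16 expression switched on by copper sulfate through the metallothionein promoter; % is scaled to controls: 0 for no effect and ±100 for the full control effect; nearly all actives have a fitted effect of over 50% in size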
FLuc counter = inhibits or activates purified firefly luciferase, miR-21 counter-screen; purified FLuc, Km substrates, luminescence inhibition; Potency, µM (top dose mostly 57.5 µM), inactives show top-dose activity change, negative = inhibition, most hits filed as inhibitors; P08659; 6.9% of 360,000 active; AID 588342;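 also: plate controls were vehicle for no effect and reference inhibitor for full effect; nearly all actives have a fitted effect of over 55% in size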
Target sequence (P08659 whole entry, looked up): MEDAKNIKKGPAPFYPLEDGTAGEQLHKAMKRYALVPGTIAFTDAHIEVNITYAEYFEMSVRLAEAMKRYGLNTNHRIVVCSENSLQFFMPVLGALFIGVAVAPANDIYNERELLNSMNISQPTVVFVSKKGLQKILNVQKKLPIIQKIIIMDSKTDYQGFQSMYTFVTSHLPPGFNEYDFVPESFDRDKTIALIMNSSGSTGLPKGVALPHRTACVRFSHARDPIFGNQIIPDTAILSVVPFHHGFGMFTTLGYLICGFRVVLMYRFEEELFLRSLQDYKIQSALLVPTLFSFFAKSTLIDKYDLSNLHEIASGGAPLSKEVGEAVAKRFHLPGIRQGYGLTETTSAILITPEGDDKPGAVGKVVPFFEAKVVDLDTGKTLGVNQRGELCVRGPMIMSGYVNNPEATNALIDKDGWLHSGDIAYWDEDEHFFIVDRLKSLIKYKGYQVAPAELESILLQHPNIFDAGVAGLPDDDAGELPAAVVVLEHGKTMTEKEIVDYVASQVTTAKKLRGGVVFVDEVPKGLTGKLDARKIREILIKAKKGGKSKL
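Purified P. pyralis luciferase (10nM final) with 10uM D-luciferin and 10uM ATP (Km levels) in 50mM Tris acetate pH 7.5, 10mM Mg acetate, 0.01% Tween-20, 0.05% BSA; qHTS 6-point titration, ~60 µM downward; luminescence read.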
MBNL1 CUG block = blocks human MBNL1 binding to CUG repeat RNA; Q9NR56; TR-FRET MBNL1-His/biotin-(CUG)12 binding, 665/545 ratio; Potency, µM (highest dose often 57.5 µM), for the others: at the highest dose activity change, negative = inhibition, usual class: inhibitors; 0.036% of 280,000 active; AID 2675; active = well fitted inhibition curve with a large enough effect in the signal ratio, with a control signal flat, not every such curve was filed as active; inconclusive = small, poorly fitted or top-dose-only effect, or effect the other way, or a change in a side signal; inactive = no such curve, though single readings can be large or run the other way; the % refers to the signal ratio; also: % is scaled to controls: 0 for no effect and ±100 for the full control effect
Target sequence (Q9NR56 whole entry, looked up): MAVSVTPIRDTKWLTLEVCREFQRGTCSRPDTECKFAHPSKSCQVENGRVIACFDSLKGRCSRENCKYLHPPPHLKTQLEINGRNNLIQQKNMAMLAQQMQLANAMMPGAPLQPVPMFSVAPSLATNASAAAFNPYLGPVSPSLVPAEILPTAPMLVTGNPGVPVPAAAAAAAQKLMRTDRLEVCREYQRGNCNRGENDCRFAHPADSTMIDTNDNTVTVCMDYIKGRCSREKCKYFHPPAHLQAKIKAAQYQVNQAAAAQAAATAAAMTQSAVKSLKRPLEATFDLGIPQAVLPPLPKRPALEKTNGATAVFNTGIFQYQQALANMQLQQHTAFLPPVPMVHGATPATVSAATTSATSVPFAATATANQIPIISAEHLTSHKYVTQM
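Ratiometric TR-FRET (665 over 545 nm, excitation 340 nm) tracks disruption of MBNL1-His/biotin-(CUG)12 complex after 60 min at room temperature, with compounds at 92 nM to 58 uM final.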
RORgamma inh = ROR gamma (mouse) transcription inhibition. Drosophila S2 Gal4-RORgamma UAS-luciferase reporter, 20 h. 5.4% of 310,000 active. P51450. Potency, µM (doses to about 53.6 µM), inactives show at the top dose activity change, negative = inhibition, usual class: inhibitors; also: % is scaled to controls: 0 for no effect and ±100 for the full control effect; nearly all actives have a fitted effect of over 60% in size
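Read-out: Photinus luciferase luminescence; inhibitors lower reporter signal. Insect Schneider cells with Gal4-ROR gamma fusion under metallothionein promoter, UAS reporter; 700 uM final copper sulfate induction, 20 hr, ambient temperature.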
Rab9 prom act = Rab9 promoter activation. Huh7 Rab9 promoter-luciferase reporter, luminescence, 24 h. Potency, µM (doses to about 9.22 µM), inactives show top-dose activation, negative = inhibition, most hits filed as activators. 2.8% of 320,000 active. AID 485297; also: % of control where 0% means no effect; nearly all actives have a fitted effect of over 60% in size
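Quantitative HTS format; Huh7 Rab9-luciferase reporter cells (1500/well) receive compound 2 h post-plating, incubate 24 h at 37 °C, then get luciferase reagent for 10 min before luminescence reading.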
CXXC DNA block = blocks binding of human MLL CXXC domain to DNA. Q03164. MLL-CXXC / FITC-HOXA9 DNA fluorescence polarization. Potency, µM (series often up to 115 µM), without a hit: at the highest dose activity change, negative = inhibition, usual class: inhibitors. 0.037% of 290,000 active. AID 2662; active = well fitted inhibition curve with a large enough effect in the polarisation, with a control signal flat, not every such curve was filed as active; inconclusive = small, poorly fitted or top-dose-only effect, or effect the other way, or a change in a side signal; inactive = no such curve, though single readings can be large or run the other way; the % refers to the polarisation
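Fluorescence polarization: 7 uM MLL-CXXC (stock) preincubated 5 min with compounds, then 50 nM fluorescein-HOX-A9 DNA (stock) added; 30 min ambient. Buffer 50 mM Tris-HCl pH 7.5, 50 mM NaCl, 1 mM DTT, 0.05% BSA.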
p53 reactivation = re-activators of mutant p53. H1299 p53-A138V BP100-luciferase reporter, luminescence, 24 h. Potency, µM (series often up to 92.2 µM), for the others: at the highest dose activity change, positive = activation, most hits filed as activators. 0.063% of 320,000 active. AID 504706; also: % of control where 0% means no effect; nearly all actives have a fitted effect of over 45% in size
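H1299 (p53-null), stable ts p53-A138V + BP100-Luc; 1000 cells/well, Opti-MEM/10% FBS; cpd 4 pt, 1:5; 24 h, 37 deg C, 5% CO2; detection reagent 10 min RT; luminescence.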
BRCA1 expr up = activators of BRCA1 expression; AID 624202; 1.1% of 380,000 active; MCF7-BRCA1-FFLuc reporter, luminescence, 48 h; response scale: scaled: vehicle 0%, 10 µM genistein 100%; Potency, µM (series often up to 46.1 µM), for inactives: at the top dose activation, usual class: activators; also: nearly all actives have a fitted effect of over 80% in size; some results filed as inactive show a strong effect at the top dose
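48 h compound treatment of MCF7-BRCA1-FFLuc cells (phenol-red free MEM, 37 °C), then 15 min with luciferase substrate and luminescence imaging.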
NPC1 promoter act = activators of NPC1 promoter. Huh7 NPC1 promoter luciferase reporter, 24 h. Potency, µM (top dose mostly 9.22 µM), inactives show at the highest dose activation, actives largely listed as activators. 2.4% of 320,000 active;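 also: % of control where 0% means no effect; nearly all actives have a fitted effect of over 60% in size; reporter is driven by a mutant NPC1 promoter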
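Huh7 reporter cells (NPC1 promoter driving luciferase) are dosed with compound for 24 h at 37 °C, 5% CO2; luciferase detection reagent is then added and luminescence measured after 10 min at ambient temperature.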
uPA surface inh = blocks generation of uPA at the cell surface | cell surface uPA generation assay, qHTS | Potency, µM (series often up to 38.3 µM), without a hit: at the top dose activity change, negative = inhibition, actives largely listed as inhibitors | 0.31% of 330,000 active; active = well fitted inhibition curve with a large enough effect; inconclusive = small, poorly fitted or top-dose-only effect; inactive = no such curve, though single readings can be large or run the other way; tested in mouse RAW 264.7 cells; also: % is scaled to controls: 0 for no effect and ±100 for the full control effect; nearly all actives have a fitted effect of over 55% in size
ELG1 genotox = genotoxicity induction in ELG1-luciferase HEK293T cells; HEK293T ELG1-luciferase reporter, luminescence, 16 h; Potency, µM (series often up to 46 µM), for the others: at the top dose activity change, positive = activation, actives largely listed as activators; 1.3% of 330,000 active; also: % of control where 0% means no effect; nearly all actives have a fitted effect of over 60% in size
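Step 1: seed 2,000 HEK293T ELG1-luciferase cells per well. Step 2: add compound or DMSO, incubate 16 hr at 37 °C. Step 3: ONE-Glo, 30 min at room temperature, read luminescence.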
Numbers without * were called inactive; ? = inconclusive; nt = not tested or not shown; [ ] = remark or other dose. Unless noted, calls follow the shape of the dose curve; as a rule, active = well fitted curve in the direction sought with a large enough effect; inconclusive = small, poorly fitted or top-dose-only effect, or another doubt; inactive = no such curve, though single readings can be large; an effect the other way counts as inactive or inconclusive. Potency is read from the fitted curve at half-maximal effect. Not all compounds are listed. The share of hits here may be higher or lower than overall.

1) CCCN(CC1CC1)C(=S)Nc1ccc(C(C)=O)cc1
2) Cc1nn(CC(=O)N2CCCCC2)c(=O)c2nn(-c3ccccc3)c(C)c12
3) CCCn1nc([N+](=O)[O-])c(C(C#N)c2nc3ccccc3s2)c(Cl)c1=O (configuration not stated)
4) CCOC(=O)C(=O)NNc1ccccc1C
5) CCN(CC(N)=O)S(=O)(=O)c1ccc(Br)cc1
6) Cc1cnc(C(=O)OCC(=O)Nc2ccc(OCc3ccccc3)cc2)cn1
7) CC(=O)Oc1cc2oc(=O)c3c(c2cc1Cl)CCC3
8) Cc1onc(-c2ccccc2Cl)c1C(=O)Nc1nnc(-c2cccc([N+](=O)[O-])c2)s1
Screen / compound no. | 1 | 2 | 3 | 4 | 5 | 6 | 7 | 8
VP16 counter | 2% | -1% | ? | 3% | 5% | nt | -13% | -5%
FLuc counter | -3% | -2% | ? | 18% | 6% | ? | -11% | -7%
MBNL1 CUG block | -7% | 5% | ? | -4% | -14% | nt | 19% | ?
RORgamma inh | ? | 8% | -45% | -4% | -1% | nt | 0% | -1%
Rab9 prom act | -4% | -3% | 1% | 2% | -8% | 2.5µM* | -4% | 0%
CXXC DNA block | 27% | 9% | ? | 8% | -3% | nt | -4% | -6%
p53 reactivation | -1% | 9% | -3% | -2% | -3% | ? | 4% | -2%
BRCA1 expr up | ? | 4% | -68% | 10% | -26% | 10µM* | 1% | 11%
NPC1 promoter act | 2% | 3% | -5% | 0% | 2% | 2.8µM* | 1% | 7%
uPA surface inh | 0% | 2% | nt | 5% | -1% | 0% | 12% | 14%
ELG1 genotox | 6% | -2%[9.26 µM] | -19% | 0% | -2% | ? | -2% | -23%

9) Cc1ccc(C)c(CN2CCC(CNC(=O)CCc3nnc4ccc(N5CCCCC5)nn34)CC2)c1
10) Cc1cccc(N2C(=O)CC(n3ccnc3)C2=O)c1C (configuration not stated)
11) Cc1cccc(NC(=O)C2CCN(S(=O)(=O)c3cccc4cccnc34)CC2)c1
12) CC(C)[C@H](NC(=O)c1ccccc1)C(=O)Nc1cccc(S(=O)(=O)N2CCOCC2)c1
13) N#Cc1ccsc1NC(=O)CCN1CCN(C(c2ccccc2)c2ccccc2)CC1
14) COCCn1c(SCC(=O)NCC2CCCO2)nc2c([nH]c3ccccc32)c1=O (configuration not stated)
15) CCS(=O)(=O)c1nc(S(=O)(=O)c2ccc(C)cc2)c(N2CCC(O)CC2)s1
16) Cc1cc(C)cc(N(C(=O)c2snc(C(N)=O)c2N)C(C(=O)NCC2CCCO2)c2cccs2)c1 (configuration not stated)
Screen / compound no. | 9 | 10 | 11 | 12 | 13 | 14 | 15 | 16
VP16 counter | 0% | -2% | -2% | nt | -2% | 0% | -2% | 5%
FLuc counter | 0% | 1% | 0% | -2% | 0% | 2% | 3% | -11%
MBNL1 CUG block | -8% | -4% | 8% | nt | 9% | 1% | -6% | 22%
RORgamma inh | -15% | -5% | 17% | nt | -29% | 2% | 2% | 14%
Rab9 prom act | -2% | 1% | -5% | -7% | 3% | 8% | 3% | 1%
CXXC DNA block | 2% | -5% | -1% | nt | 43%[activator] | -2% | 15% | ?
p53 reactivation | 26% | 4% | -1% | 0% | -3% | 9% | -1% | 7%
BRCA1 expr up | -1% | -6% | -33% | -9% | -50% | -10% | 3% | -61%
NPC1 promoter act | 0% | -1% | -3% | 1% | 3% | 1% | -4% | -2%
uPA surface inh | -6% | 6% | 13% | 8% | -11% | 2% | -9% | 7%
ELG1 genotox | 0% | 1% | -13% | 2% | -35%[inhibitor] | -3% | 0% | 0%

17) Cc1ccccc1Oc1ncnc(N)c1[N+](=O)[O-]
18) CNC(=S)N1CCc2sccc2C1C (configuration not stated)
19) CCN(CC)C(=O)C(=O)c1cccn1-c1cccc(OC)c1C#N
20) N/C(=N\OS(=O)(=O)c1ccc(Cl)cc1)c1ccccn1
21) CN1CCC[C@@H]1CCO[C@](C)(c1ccccc1)c1ccc(Cl)cc1
22) CCCc1cc(=O)[nH]c(NCc2ccc(Cl)cc2)n1
23) COc1ccc(NC(=O)Cn2cnc3c(oc4nc5c(cc43)COC(C)(C)C5)c2=O)cc1
24) O=Cc1cn(CC(=O)N2CCCCC2)c2ccccc12
Screen / compound no. | 17 | 18 | 19 | 20 | 21 | 22 | 23 | 24
VP16 counter | 3% | -7% | -10% | -2% | 5% | -22% | 4% | 3%
FLuc counter | -3% | 1% | -1% | -19% | nt | 4% | -7% | 4%
MBNL1 CUG block | ? | -7% | -8% | -3% | nt | -2% | nt | -10%
RORgamma inh | 2% | -15% | 11% | 1% | -12% | 42% | 17% | 13%
Rab9 prom act | -2% | -2% | -3% | 23% | nt | nt | 0% | -3%
CXXC DNA block | 3% | -4% | -13% | 2% | 3% | -5% | -5% | 1%
p53 reactivation | 11% | 0% | -3% | ? | nt | nt | -10% | 0%
BRCA1 expr up | 0% | 17% | 3% | 14% | 0% | 0% | 31% | 3%
NPC1 promoter act | -11% | -2% | -4% | 20% | nt | nt | 0% | -1%
uPA surface inh | -1% | 3% | 2% | -3% | ? | nt | 3% | -2%
ELG1 genotox | 10% | 3% | 1% | 23µM* | nt | nt | -1% | 0%

A draw from above in order of SMILES length, ascending:
24) O=Cc1cn(CC(=O)N2CCCCC2)c2ccccc12
17) Cc1ccccc1Oc1ncnc(N)c1[N+](=O)[O-]
22) CCCc1cc(=O)[nH]c(NCc2ccc(Cl)cc2)n1
21) CN1CCC[C@@H]1CCO[C@](C)(c1ccccc1)c1ccc(Cl)cc1
14) COCCn1c(SCC(=O)NCC2CCCO2)nc2c([nH]c3ccccc32)c1=O (configuration not stated)
15) CCS(=O)(=O)c1nc(S(=O)(=O)c2ccc(C)cc2)c(N2CCC(O)CC2)s1
23) COc1ccc(NC(=O)Cn2cnc3c(oc4nc5c(cc43)COC(C)(C)C5)c2=O)cc1
16) Cc1cc(C)cc(N(C(=O)c2snc(C(N)=O)c2N)C(C(=O)NCC2CCCO2)c2cccs2)c1 (configuration not stated)
Screen / compound no. | 24 | 17 | 22 | 21 | 14 | 15 | 23 | 16
VP16 counter | 3% | 3% | -22% | 5% | 0% | -2% | 4% | 5%
FLuc counter | 4% | -3% | 4% | nt | 2% | 3% | -7% | -11%
MBNL1 CUG block | -10% | ? | -2% | nt | 1% | -6% | nt | 22%
RORgamma inh | 13% | 2% | 42% | -12% | 2% | 2% | 17% | 14%
Rab9 prom act | -3% | -2% | nt | nt | 8% | 3% | 0% | 1%
CXXC DNA block | 1% | 3% | -5% | 3% | -2% | 15% | -5% | ?
p53 reactivation | 0% | 11% | nt | nt | 9% | -1% | -10% | 7%
BRCA1 expr up | 3% | 0% | 0% | 0% | -10% | 3% | 31% | -61%
NPC1 promoter act | -1% | -11% | nt | nt | 1% | -4% | 0% | -2%
uPA surface inh | -2% | -1% | nt | ? | 2% | -9% | 3% | 7%
ELG1 genotox | 0% | 10% | nt | nt | -3% | 0% | -1% | 0%

Next section:
25) Cc1ccc(S(=O)(=O)N2CCN(C(=O)C3=COCCO3)CC2)cc1C
26) COc1cccc(Sc2ccccc2CN(C)C)c1
27) Cc1cccc(CCNS(=O)(=O)c2ccc3c(c2)CCN3C(=O)CCC(=O)O)c1
28) Cc1nn(-c2ccccc2)c(C)c1C(=O)NCCc1ccc(Cl)cc1
29) Clc1ccc(CN(Cc2ccc(Cl)cc2)c2nn[nH]n2)cc1
30) COc1cccc(CNS(=O)(=O)c2ccc(-n3cnnn3)c(C)c2)c1
31) C/C(=N\NC(=O)COc1c(C)cccc1C)c1cccs1
32) CCCCCCn1c(SCC(=O)OC)nc2c1c(=O)[nH]c(=O)n2C
Screen / compound no. | 25 | 26 | 27 | 28 | 29 | 30 | 31 | 32
VP16 counter | 20% | 6% | 0% | -10% | -3% | 4% | 5% | 0%
FLuc counter | 1% | 0% | 0% | -1% | ? | 0% | 7% | -5%
MBNL1 CUG block | -10% | -2% | 0% | -8% | -9% | 7% | 1% | -1%
RORgamma inh | 29% | -5% | -4% | ? | -24% | 28% | 12% | 34%
Rab9 prom act | 3% | -1% | 0% | -1% | -1% | -1% | 2% | -2%
CXXC DNA block | 2% | -1% | -10% | 1% | 5% | 1% | 13% | -5%
p53 reactivation | -2% | 6% | 7% | -2% | -4% | 2% | 1% | -1%
BRCA1 expr up | -2% | -25% | -1% | 34% | -10% | -16% | 14% | 0%
NPC1 promoter act | 1% | 19% | -5% | 0% | -7% | 2% | -1% | -1%
uPA surface inh | -3% | 5% | 4% | 4% | -1% | -3% | 2% | -4%
ELG1 genotox | -3% | -2% | 1% | 2% | -8% | -2% | 16% | 6%
